# Source: PubChem
# ERK EGF inh: inhibitors of EGF-stimulated ERK signaling pathway | actives 0.41% (n = 130,000) | HEK293-V1b, EGF-stimulated phospho-ERK AlphaScreen | Potency, µM (titrated, usually from 11.5 µM), without a hit: at the highest dose activity change, negative = inhibition, most hits filed as inhibitors; active = well fitted inhibition curve with a large enough effect; inconclusive = small, poorly fitted or top-dose-only effect, or effect the other way;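 note: plate controls were stimulated vehicle wells for no effect and unstimulated vehicle basal for full effect; nearly all actives have a fitted effect of over 55% in size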
#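 Cell line HEK293 (stable V1b), low serum overnight. Pretreatment: compound 30 min, 37C. EGF 25 nM, 5 min. Detection: SureFire AlphaScreen, 5 h RT. AC50 via standard Hill equation.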
# An asterisk follows results filed as active; ? = inconclusive; & = joins results of further samples; [ ] = dose if it differs, or a comment. Potency is the fitted concentration of half-maximal effect.
molecule | ERK EGF inh
COC(c1ccccc1)c1nnc(CCC(=O)N2CCN(Cc3cccs3)CC2)o1 (configuration not stated) | 16%
CC(=O)Nc1ccc(NC(=O)Cn2ccc([N+](=O)[O-])n2)cc1 | -9%
O=C(CN1C(=O)CCC1=O)Nc1nc(-c2ccc(Cl)s2)cs1 | 1%
COc1ccc(C(=O)NCC(=O)OCC(=O)NCc2cccs2)cc1 | -3%
O=C(NCc1n[nH]c(=S)n1-c1cccc(Cl)c1)c1cccs1 | 1%
C=CCNC(=S)N/N=C/c1cccc([N+](=O)[O-])c1 | 19%
Cc1cc(/C=N/NC(=O)c2cccc(F)c2)c(C)n1-c1ccccc1 | -4%
CN(Cc1ccco1)c1ncnc2ccc(-c3cccnc3)cc12 | 15%
COc1cccc(CC2(CO)CCCN(Cc3c(C)cc(C)cc3-n3cccn3)C2)c1 (configuration not stated) | -19%[57.5 µM]
Nc1ccc(C(=O)OCC(=O)N2CCOCC2)cc1[N+](=O)[O-] | 3%
Cc1ccc(NC(=O)Nc2ccc3c(c2)C(=O)OC3)cc1Cl | -4%[57.5 µM]
O=C(N/N=C/c1cn[nH]c1-c1ccc(F)cc1)c1ccncc1 | 4%
COC(=O)[C@@]1(Cc2ccc(F)cc2)[C@H]2c3cc(C(=O)N(C)C)n(C)c3C[C@H]2CN1C(=O)c1ccccc1 | -2%
COC(=O)N/N=C/c1ccc(OC(=O)c2ccco2)c(OC)c1 | -5%[57.5 µM]
CCc1cccc(CC)c1NC(=S)NCCc1c(C)[nH]c2ccccc12 | -3%

# Individual results from above.
# Result of `COC(=O)N/N=C/c1ccc(OC(=O)c2ccco2)c(OC)c1` under ERK EGF inh: -5%[57.5 µM]
# Result of `COc1ccc(C(=O)NCC(=O)OCC(=O)NCc2cccs2)cc1` under ERK EGF inh: -3%

# (more compounds)
molecule | ERK EGF inh
Cc1cc(-c2csc(NC(=O)c3cccc(S(=O)(=O)N(C)C)c3)n2)c(C)n1-c1ccccc1 | 15%
Cc1nc2ccccc2c(=O)n1NC(=O)C1CC1 | 2%
Cc1ccc(-n2nc3cc(C)c(NC(=S)NC(=O)/C=C/c4ccco4)cc3n2)cc1 | 3%
COc1ccccc1Nc1cc(C(=O)NCc2cccnc2)c2ccccc2n1 | 1%[57.5 µM]
CC(C)Cc1nnc(NC(=O)CSc2nc(-c3ccccc3)cc(=O)[nH]2)s1 | -7%[57.5 µM]
CCCCCCCc1ccc(-c2ccc(O)cc2)nc1 | -7%
CCCOC(=O)c1ccc(NC(=O)CC(C)(C)C)cc1 | -6%
Cc1cccc(NC(=O)CN2C(=O)N/C(=C/c3cc(C)n(C)c3C)C2=O)c1 | 3%
Cc1cc(C)cc(NC(=O)NN2C(C)CCCC2C)c1 (configuration not stated) | -13%
CO[C@]1(NC(=O)C(C(=O)O)c2ccc(O)cc2)C(=O)N2C(C(=O)O)=C(CSc3nnnn3C)COC21 (some centres not stated) | 0%
O=C(Cn1cnc2ccccc2c1=O)c1ccc(Br)cc1 | 0%
O=C(COc1ccc(Br)cc1)N1CCN(S(=O)(=O)/C=C/c2ccccc2)CC1 | 4%
COc1ccc(OC)c(NC2=C(Cl)C(=O)N(Cc3ccccc3)C2=O)c1 | ?
CCCCCn1nc(C)c2c(C)cc(=O)[nH]c21 | 0%
CC1(C)CC(=O)C=C(NCCN2CCN(C(=S)NC3CCCCC3)CC2)C1 | 8%[57.5 µM]

# Molecules listed so far with a furan ring, fused or not, in the order listed:
molecule | ERK EGF inh
CN(Cc1ccco1)c1ncnc2ccc(-c3cccnc3)cc12 | 15%
COC(=O)N/N=C/c1ccc(OC(=O)c2ccco2)c(OC)c1 | -5%[57.5 µM]
Cc1ccc(-n2nc3cc(C)c(NC(=S)NC(=O)/C=C/c4ccco4)cc3n2)cc1 | 3%

# Given with each value named: two of the compounds above
> O=C(NCc1n[nH]c(=S)n1-c1cccc(Cl)c1)c1cccs1
  ERK EGF inh: 1%
> C=CCNC(=S)N/N=C/c1cccc([N+](=O)[O-])c1
  ERK EGF inh: 19%

# Additional structures.
molecule | ERK EGF inh
C/C(=N\OC(=O)c1c(-c2ccccc2Cl)noc1C)c1ccncc1 | -2%
COc1ccc(/C=N/Nc2nc3ccccc3[nH]2)c(OC)c1OC | -10%[57.5 µM]
O=C(Nc1ccc2c(c1)OCO2)c1ccc(S(=O)(=O)N2CCCC2)cc1 | 1%
CCOC(=O)/C=C1\SCC(=O)N1CC(=O)NC(C)c1ccccc1 (configuration not stated) | -8%
COc1ccc(C/C(C)=N/NC(=O)c2cc(C)oc2C)cc1 | 5%
CCOC(=O)c1ccc(NC(=S)NCCCN2CCN(C3CCCCC3)CC2)cc1 | -8%
O=C(N/N=C/c1ccco1)c1cc(-c2cccs2)[nH]n1 | 4%
Cc1ncc([N+](=O)[O-])n1CC(=O)NC(C)(C)C | -5%
O=C(COC(=O)c1cccnc1)Nc1ccccc1 | 10%
Cc1ccc(N2C(=O)NC(NC(=O)C(C)(C)C)(C(F)(F)F)C2=O)cc1C (configuration not stated) | -7%
CC(C)(C)OC(=O)N1CCCC1C(=O)N1CCc2ccccc21 (configuration not stated) | 11%
C[N+]1(C2CCC3CCC2C3O)CCCC1 (configuration not stated) | 0%
Cn1nc(-c2ccccc2)c(C(=O)NC(C(=O)O)c2ccccc2)c1Cl (configuration not stated) | -15%
O=C1COc2ccc(C(=O)COC(=O)Cc3ccccc3F)cc2N1 | 1%
CCCCOCCCNCC(=O)Nc1ccc(S(N)(=O)=O)cc1 | 6%
CCCCc1oc2ccccc2c1C(=O)c1cc(I)c(OCCN(CC)CC)c(I)c1 | -8%[57.5 µM]
CNC(=O)N(O)C1N(c2ccccc2)C(=S)SC1(C)C (configuration not stated) | 3%
O=c1cc(-c2ccccc2Cl)c2c([nH]1)CCC2 | 6%
CC1(C)S[C@@H]2[C@H](NC(=O)Cc3ccccc3)C(=O)N2[C@H]1C(=O)O | 2%[57.5 µM]
CCOC(=O)c1c(/N=C/N(C)C)sc(/C=N/Nc2ccccc2)c1-c1ccccc1 | -16%
Nc1nc2n(n1)C(=O)CC(c1ccccc1[N+](=O)[O-])N2 (configuration not stated) | 6%
C=CCNC(=O)C12CCC(C)(C(=O)C1Br)C2(C)C (configuration not stated) | -1%
O=C(C1=C(O)C(=O)N(Cc2cccnc2)C1c1ccccn1)c1cccs1 (configuration not stated) | -17%
O=C(Nc1ccc2oc(-c3ccncc3)nc2c1)c1ccccc1 | 3%
COc1ccc([C@@H]2CC(=O)c3c(O)cc(O)cc3O2)cc1O | ?
CCOC(=O)CN1C(=O)C(=O)c2cccc(C)c21 | 4%
CCCNC(=O)[C@H](Cc1c[nH]c2ccccc12)NC(=O)c1ccccc1Cl | -1%
CCN(CC)c1ccc(/C=N/Nc2nc(C)cc(C)n2)c(O)c1 | 12%
O=C(N/N=C/c1ccc[nH]1)c1ccc2c(c1)OCO2 | -3%
CP(=O)(Nc1cc(Cl)ccc1Cl)c1nc2c(s1)CCCC2 (configuration not stated) | -4%[57.5 µM]
COc1ccc(OC)c(CC(NC(C)=O)C(=O)NC2CCN(c3c(Cc4ccccc4)c(C)nc4ncnn34)CC2)c1 (configuration not stated) | -3%
COc1ccccc1NC(=O)c1ccc(NC(=O)CSc2nncn2C)cc1 | 2%
CN(C)c1ccc(/C=C2\CCCCC2=O)cc1 | 2%
CCOC(=O)c1sc(NC(=O)Nc2ccccc2Cl)cc1C | ?
Cc1ccsc1/C=N/NC(=O)c1ccc([N+](=O)[O-])cc1 | -24%
NNC(=O)c1oc2nc(-c3ccccc3)cc(-c3ccco3)c2c1N | 2%[57.5 µM]
Cc1cccc(-n2nnnc2-c2cnccc2C(F)(F)F)c1C | -5%[57.5 µM]
CCCCC(=O)Nc1ccc(NC(=S)NC(=O)CCCCl)cc1OC | -5%
C=CCn1c(=NC(=O)C2COc3ccccc3O2)sc2cccc(OC)c21 (configuration not stated) | 7%[57.5 µM]
O=C(COc1ccc2ccccc2c1)NN1C(=O)c2ccccc2C1=O | 0%
COCCNC(=O)CSc1cc(=O)n(C)c2cc(Cl)ccc12 | -7%[57.5 µM]
Cc1ccc(/C=C(\C#N)C(=O)Nc2cccc3ncccc23)o1 | 7%
O=C1c2ccccc2NC(c2cn[nH]c2-c2ccc(Cl)cc2)N1O (configuration not stated) | -2%
CCOC(=O)Cc1csc(NS(=O)(=O)c2ccc(C(F)(F)F)cc2)n1 | 6%[57.5 µM]
Cn1/c(=N/NC(=O)c2ccccc2F)sc2ccccc21 | -3%

# (further entries)
mol,ERK EGF inh
COc1ccc(C(=O)c2c(O)cc(-c3ccc(OC)cc3)oc2=O)cc1,4%
Cc1ccccc1NC(=O)CSc1n[nH]c(-c2ccco2)n1,2%
CCOC(=O)C[N+](C)(C)CCOC1CC2CCC1(C)C2(C)C (configuration not stated),7%
CC(=C/c1ccc(C(C)C)cc1)/C=N/NC(=O)CSc1ccccn1,3%
CCOC(=O)c1cc(C#N)c(SCC(=O)OC)[nH]c1=O,-9%[57.5 µM]
CCCc1cc2c(=O)c(-c3ccc4c(c3)OCCO4)coc2cc1OS(C)(=O)=O,-4%
COC(=O)c1nc2ccccc2s1,1%
O=C(CCNC(=O)c1ccccc1Cl)Nc1cc(S(=O)(=O)N2CCOCC2)ccc1N1CCCC1,-2%[57.5 µM]
CS(=O)(=O)N(CCc1ccccc1)CC(=O)N1CCN(c2ccc(F)cc2)CC1,-4%
Cc1ccc(S(=O)(=O)N(C)C)cc1NC(=O)COC(=O)/C(=C/c1ccc(F)cc1)c1cccs1,7%
COc1ccc(CC(=O)NNC2=Nc3cccc4cccc2c34)cc1,-2%[57.5 µM]
CCOC(=O)C1(Cc2cccc(F)c2)CCN(C2CCOCC2)CC1,0%
CCCCC(=O)Nc1ccc(C(=O)Nc2ccc(S(=O)(=O)Nc3ccc(C)cc3)cc2)cc1,5%
O=C(O)c1cnn2c(C(F)F)cc(C(F)F)nc12,-10%
O=C(O)C[C@@H]1C(=O)O[C@@H]2C(COC(=O)c3cc(O)c(O)c(O)c3)O[C@@H](OC(=O)c3cc(O)c(O)c(O)c3)[C@@H](OC(=O)c3cc(O)c(O)c4c3[C@H]1[C@H](O)C(=O)O4)[C@H]2OC(=O)c1cc(O)c(O)c(O)c1 (some centres not stated),?

# Reprinted at random: 4 records from the list.
mol,ERK EGF inh
CCOC(=O)C1(Cc2cccc(F)c2)CCN(C2CCOCC2)CC1,0%
Cc1ccc(S(=O)(=O)N(C)C)cc1NC(=O)COC(=O)/C(=C/c1ccc(F)cc1)c1cccs1,7%
O=C(CCNC(=O)c1ccccc1Cl)Nc1cc(S(=O)(=O)N2CCOCC2)ccc1N1CCCC1,-2%[57.5 µM]
CCCc1cc2c(=O)c(-c3ccc4c(c3)OCCO4)coc2cc1OS(C)(=O)=O,-4%

# The list continues.
mol,ERK EGF inh
COc1cc(NC(=S)NC(=O)c2ccco2)ccc1NC(=O)C(C)C,-3%
CN(C)C(=N)c1n[nH]nc1SCc1ccc(Cl)c(Cl)c1,4%
COc1ccc(S(=O)(=O)Nc2ccncc2)c(C)c1C,0%
Cc1[nH]n(-c2ccccc2)c(=O)c1/C=N/c1nn[nH]n1,2%
CC(=C\c1ccccc1)/C=C1/SC(=S)N(C(C(=O)O)C(C)C)C1=O (configuration not stated),-6%
Cc1ccc(-c2nnn(CC(=O)N(c3ccc4c(c3)OCCO4)C(C(=O)NCC3CCCO3)c3ccc(F)cc3)n2)o1 (configuration not stated),-5%
COc1ccc(C=C2c3ccccc3C(=O)c3ccccc32)c(OC)c1,?
O=C(CC1S/C(=N/N=C/c2cccs2)NC1=O)Nc1ccccc1F (configuration not stated),-1%
COc1cc(/C=N/O)ccc1OCc1ccc([N+](=O)[O-])cc1,8%
CC(Oc1cccc(Cl)c1)c1ccnc2nc(/N=C/N(C)C)nn12 (configuration not stated),-3%
Cn1cc(/C=C/c2nc3ccccc3c(=O)n2-c2cccc([N+](=O)[O-])c2)c2ccccc21,-3%
CCN(CC)Cc1ccc(NC(=O)c2sc3cc(Cl)ccc3c2Cl)cc1,28µM*
COc1cccc(/C=N/NC(=O)CCn2c3ccccc3c3ccccc32)c1,-3%
CCn1ncc(C(=O)Nc2cccc(Cl)c2)c1C,-15%
COc1ccc2ccccc2c1CNC(=O)CC1C(=O)NCCN1CC(C)(C)C (configuration not stated),-1%[57.5 µM]
COCCn1c(=O)sc2ccccc2c1=O,-2%
Cc1ccccc1NC(=S)NC(=O)c1cncc(Br)c1,-9%
CN(Cc1ccccc1)CC(O)COc1ccc(CNCCc2cccnc2)cc1 (configuration not stated),14%
Cc1cc2nnc(SCC(=O)N3CCCCC3)n2c(N)n1,-4%
O=C(CNC(=S)N(CCCN1CCOCC1)Cc1cccs1)NC1CC1,4%
CC(C)(C)C(=O)OC/C(N)=N/OC(=O)c1ccc(Cl)cc1,-3%[57.5 µM]
Cc1ccc(-n2[nH]c(C)c(/C=N/NC(=O)c3ccc([N+](=O)[O-])cc3)c2=O)c(C)c1,0%
O=S(=O)(CCNCc1cccs1)c1ccc(Cl)cc1,-7%[57.5 µM]
c1ccc(-n2nnnc2-c2cnc(-c3ccncc3)nc2-c2cccs2)cc1,-2%
CC(=O)NC1C(Oc2ccc3c(C)cc(=O)oc3c2)OC(COC(C)=O)C(OC(C)=O)C1OC(C)=O (configuration not stated),5%
CC(C)S(=O)(=O)N1CCN(c2ccnc3cc(Cl)ccc23)CC1,1%[57.5 µM]
COc1ccc(/C=C/C(=O)OCC(=O)c2c(N)n(C)c(=O)n(C)c2=O)c(OC)c1,2%
Cc1cc(Cl)c(OCCOCCN2CCCCC2)c(Br)c1,-2%
O=c1c(Cc2ccccc2)c(O)ccn1CCc1cnc[nH]1,-3%
COc1cccc([C@@H]2Oc3ccc(OC)cc3C(=O)[C@H]2O)c1,3%&1%
COC(=O)c1ccc(S(=O)(=O)N2CCN(CCO)CC2)n1C,-75%[57.5 µM]
Cc1cc(NC(=O)Cn2cnc3c(nnn3-c3ccc(C)c(Cl)c3)c2=O)no1,-1%
COC(=O)C(=NNc1c(C)n(C)n(-c2ccccc2)c1=O)C(=O)OC,-3%

# A portion of the library; rates above refer to the full screens.
